Source: PubChem BioAssay (National Center for Advancing Translational Sciences (NCATS))
GPT2 inhibitor: Primary qHTS assay for inhibitors of Glutamate pyruvate transaminase 2 (GPT2); Potency, µM (series often up to 57.7 µM), without a hit: at the highest dose activity change, negative = inhibition, most hits filed as inhibitors; Recombinant GPT2, coupled pyruvate oxidase/HRP Amplex Red fluorescence; AID 1671188, 2021; Alanine aminotransferase 2 (Homo sapiens), Q8TD30; hit rate 0.25% among 100,000; also: potency is read from the fitted curve at half-maximal effect; nearly all actives have a fitted effect of over 60% in size; many of its hits are not listed in these tables
Target sequence (Q8TD30 whole entry, looked up): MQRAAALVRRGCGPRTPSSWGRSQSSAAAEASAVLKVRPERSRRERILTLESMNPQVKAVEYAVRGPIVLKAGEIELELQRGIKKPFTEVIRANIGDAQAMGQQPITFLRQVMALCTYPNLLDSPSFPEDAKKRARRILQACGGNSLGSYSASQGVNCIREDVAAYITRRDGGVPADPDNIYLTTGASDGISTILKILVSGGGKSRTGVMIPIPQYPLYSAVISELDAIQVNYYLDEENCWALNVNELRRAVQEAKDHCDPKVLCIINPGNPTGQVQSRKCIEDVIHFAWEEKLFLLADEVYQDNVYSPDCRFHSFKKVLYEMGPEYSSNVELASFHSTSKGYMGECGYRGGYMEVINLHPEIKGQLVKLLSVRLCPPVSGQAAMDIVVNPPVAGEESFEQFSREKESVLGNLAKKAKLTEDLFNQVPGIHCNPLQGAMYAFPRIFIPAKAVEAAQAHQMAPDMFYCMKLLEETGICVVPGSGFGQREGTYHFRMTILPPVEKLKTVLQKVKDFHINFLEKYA
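Fluorescence of coupled pyruvate oxidase/HRP/Amplex Red system (50uM Amplex, 30 min, dark) reports pyruvate formed by GPT2. Enzyme reaction: 10ng/uL GPT2, 2mM L-alanine, 250uM a-KG, 30 min room temperature, pH 7.5; 50uM AOA control.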
HEK293 viab: GF-AFC viability counterscreen for inhibitors of alpha-synuclein gene (SNCA) expression; HEK-293-SNCA-luc viability, GF-AFC fluorescence, 24 h; Potency, µM (top dose mostly 57.1 µM), without a hit: at the top dose activity change, negative = cytotoxicity, hits mostly cytotoxic; hit rate 0.12% among 150,000; AID 1671193, 2021;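 also: potency is read from the fitted curve at half-maximal effect; 0% = DMSO-treated cells and -100% = medium-only wells without cells; nearly all actives have a fitted effect of over 30% in size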
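HEK-293-SNCA-luc cells (1500/well) plated 24 h, then exposed 24 h to a dilution series; GF-AFC added 30 min at 37C, fluorescence 405/540 nm; normalised to medium-only and DMSO wells, Hill fit.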
SNCA expr inhib: Primary qHTS assay for inhibitors of alpha-synuclein gene (SNCA) expression. AID 1671194, 2021. hit rate 0.17% among 140,000. Potency, µM (top dose mostly 57.2 µM), for the others: at the highest dose activity change, negative = inhibition, hits mostly inhibitors. HEK-293 SNCA-luciferase knock-in, luminescence, 24 h;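 also: potency is read from the fitted curve at half-maximal effect; plate controls were DMSO cells for no effect and cell-free wells for full effect; nearly all actives have a fitted effect of over 45% in size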
FLuc inh: Firefly luciferase inhibition profiling of diverse chemical library using quantitative high-throughput screening | Potency, µM (titrated, usually from 115 µM), inactives show top-dose activity change, negative = inhibition, usual class: inhibitors | AID 1347043, 2019 | Luciferin 4-monooxygenase (Photinus pyralis), P08659 | purified P. pyralis luciferase, luminescence, biochemical | hit rate 2.5% among 76,000; also: potency is read from the fitted curve at half-maximal effect; nearly all actives have a fitted effect of over 65% in size
Target sequence (P08659 whole entry, looked up): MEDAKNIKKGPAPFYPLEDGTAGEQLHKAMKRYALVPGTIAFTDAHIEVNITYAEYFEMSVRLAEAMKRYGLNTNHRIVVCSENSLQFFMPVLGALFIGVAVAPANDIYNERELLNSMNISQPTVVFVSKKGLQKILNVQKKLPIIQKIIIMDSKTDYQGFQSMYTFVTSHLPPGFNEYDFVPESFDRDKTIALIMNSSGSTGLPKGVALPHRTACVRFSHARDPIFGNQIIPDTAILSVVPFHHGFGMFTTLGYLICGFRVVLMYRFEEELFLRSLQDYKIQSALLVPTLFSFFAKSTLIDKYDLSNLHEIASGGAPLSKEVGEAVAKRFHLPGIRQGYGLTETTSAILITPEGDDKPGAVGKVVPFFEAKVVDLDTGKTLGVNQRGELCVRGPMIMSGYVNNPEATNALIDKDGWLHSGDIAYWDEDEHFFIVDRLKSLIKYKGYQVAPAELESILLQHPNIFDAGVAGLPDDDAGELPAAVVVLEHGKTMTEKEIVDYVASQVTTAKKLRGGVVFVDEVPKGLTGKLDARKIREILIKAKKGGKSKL
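Luminescence read by CCD imager after adding enzyme (10nM final) to wells holding compound, titrated in qHTS. Substrates 10uM each D-luciferin and ATP; buffer 50mM Tris acetate pH 7.5, 10mM Mg acetate, Tween-20, BSA.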
HEK293 tox: Cytotoxic Profiling in HEK 293 Cell Line of Diverse Libraries Using Quantitative High-Throughput Screening. hit rate 6.6% among 94,000. AID 1345083, 2018. Potency, µM (highest dose often 115 µM), without a hit: at the highest dose activity change, negative = cytotoxicity, usual class: inhibitors. HEK 293 viability, ATP luminescence (CellTiter-Glo), 48-72 h; also: potency is read from the fitted curve at half-maximal effect; nearly all actives have a fitted effect of over 60% in size
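CellTiter-Glo luminescence (cellular ATP) was read after 48 or 72 hr of compound exposure at 37 degree Celsius. Cells were HEK 293 plated at 250 cells/well.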
IP6K1 inhibitor: Primary qHTS assay for small molecule inhibitors of Inositol hexaphosphate kinase 1 (IP6K1) | IP6K1 kinase, ADP-Glo luminescence, 2 h; stronger effect = lower value | activity change, % (series mostly up to about 58 µM) | hit rate 0.81% among 140,000 | AID 1645851, 2021; in the data active = activity change below about -25%
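ADP-Glo luminescence measures ADP made by human IP6K1 during a 2 h RT reaction with ATP/IP6 (mix at 1.3 mM/130 uM); top library doses 57.5 and 19.1 uM final.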
NIH3T3 tox: Cytotoxic Profiling in NIH 3T3 Cell Line of Diverse Libraries Using Quantitative High-Throughput Screening | NIH 3T3 viability, CellTiter-Glo ATP luminescence, 48-72 h | Potency, µM (top dose mostly 96.7 µM), for inactives: at the top dose activity change, negative = cytotoxicity, hits mostly inhibitors | hit rate 4.3% among 94,000 | AID 1345082, 2018; also: potency is read from the fitted curve at half-maximal effect; nearly all actives have a fitted effect of over 55% in size
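Mouse fibroblast NIH 3T3 cells, 400 per well, received compound via pintool and were incubated for 48 or 72 hr prior to CellTiter-Glo ATP luminescence measurement.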
Numbers without * were called inactive; i = inactive; u = inconclusive; x = no result given; [ ] = remark or other dose. Unless noted, calls follow the shape of the dose curve; as a rule, active = well fitted curve in the direction sought with a large enough effect; inconclusive = small, poorly fitted or top-dose-only effect, or another doubt; inactive = no such curve, though single readings can be large; an effect the other way counts as inactive or inconclusive. Unless noted, % is scaled to controls: 0 for no effect and ±100 for the full control effect.

The line under a structure holds: GPT2 inhibitor, HEK293 viab, SNCA expr inhib, FLuc inh, HEK293 tox, IP6K1 inhibitor, NIH3T3 tox
1) CC(=O)N[C@H]1[C@H](O)[C@H](O)C[C@@H]1c1ccc(C(F)(F)F)nc1
    i, 2%[87.6 µM], u, -3%[172 µM], 0%[172 µM], -2, 1%[174 µM]
2) Cc1ccc2c(=O)cc(C(=O)Nc3sc4c(c3C(=O)NCc3cccnc3)CCCC4)oc2c1C
    x, 11%, 2%, x, x, 18, x
3) CC(=O)c1cccc(Nc2ccc3cc(S(=O)(=O)N4CCCC4)ccc3n2)c1
    x, -18%, -5%, x, x, -7, x
4) CC(C)(c1ccc(O)cc1)c1ccc(O)cc1
    3%[88.5 µM], 24%, 34%, x, x, 34, x
5) CNC(=O)[C@@H]1CN(C(=O)c2ccsc2)C[C@H]1c1nc(C)no1
    4%, 1%, -9%, 3%, -7%, 12, i
6) CCCCCCc1cc2cc(-c3nnc(-c4cccc(Cl)c4)o3)c(=O)oc2cc1O
    x, 27%, 10%, x, x, 0, x
7) O=c1c2oc3ccccc3c2n(Cc2ccc(Cl)cc2)c(=O)n1Cc1ccco1
    x, 2%, -1%, x, x, -3, x
8) CCC(C(=O)NCc1nnc2cc(-c3nc(C4CC4)no3)ccn12)c1ccccc1 (configuration not stated)
    -4%, -12%, 0%, 4%, u, 11, -23%
9) COc1ccccc1C(=O)N1CC(N(C)c2ccccc2C)C1
    i, -1%, -15%, x, u, 0, u
10) Cc1c(NC(=O)c2cccc3c(Cl)cccc23)cccc1-c1nc2ccccc2o1
    x, -3%, -7%, x, x, 2, x
11) Cc1ccc(NC(=O)c2nnn(Cc3ccccc3)c2N)cc1C
    x, -11%, 64%[activator], x, x, 1, x
12) O=C1[C@@H]2C[C@@H](CN2C2CCCC2)Oc2ccccc2N1Cc1ccccc1
    -19%[88.5 µM], 5%[87.6 µM], -12%[87.6 µM], -7%[172 µM], 100µM*, 9, u
13) COc1ccc(C(=O)N2CCC3(CC2)C(=NC2CCCCC2)NC(=O)N3c2cccnc2)cc1
    i, 8%, -2%, x, i, 4, -22%
14) O=C(NCCc1ccc(Cl)cc1)C1CCCN(c2nccc(Nc3ccccc3F)n2)C1 (configuration not stated)
    i, 8%[12.5 µM], 3%, x, 22µM*, 0, 25µM*
15) COc1ccc(C(=O)N2CC[C@H]3COC(=O)N3c3cc(F)ccc3C2)cc1
    i, -17%[87.6 µM], 11%[87.6 µM], 3%[172 µM], i, -6, i
16) CNC(=O)CN1CN(c2ccccc2)C2(CCN(C(=O)NC34CC5CC(CC(C5)C3)C4)CC2)C1=O
    -25%, 3%, 6%, -1%, u, -6, u
17) CC1CCn2c(nc3cc(C(=O)NCc4ccc(OC(C)C)cc4)ccc32)C1 (configuration not stated)
    x, u, 169%[activator], x, x, 24, x
18) CCOc1cc(=O)n2c(c1C(=O)Nc1ccccc1C)CCCC2
    i, 23%, 34%[activator], -3%, -13%, 0, 4%
19) Cc1cn2nc(C(=O)NCc3ccc(Cl)cc3)cc2c(N2CCCC2)n1
    i, 11%, -5%, -8%, u, -9, u
20) CCCCN(CC)CCCNC(=O)c1nn(C)c2c1CSc1ccccc1-2
    x, -6%, -14%, x, x, 19, x

Just HEK293 tox and SNCA expr inhib (2 entries from above):
no. | mol | HEK293 tox | SNCA expr inhib
3 | CC(=O)c1cccc(Nc2ccc3cc(S(=O)(=O)N4CCCC4)ccc3n2)c1 | x | -5%
4 | CC(C)(c1ccc(O)cc1)c1ccc(O)cc1 | x | 34%

(cont.)
The line under a structure holds: GPT2 inhibitor, HEK293 viab, SNCA expr inhib, FLuc inh, HEK293 tox, IP6K1 inhibitor, NIH3T3 tox
21) CC(=O)c1ccc(NC(=O)Cn2cccc2-c2nc(-c3ccc4c(c3)OCO4)no2)cc1
    i, -6%, 56%[activator], -11%, u, 0, u
22) Cc1ccc(C)c(NC(=O)Cn2nc(C)c3nn(-c4ccc(Cl)cc4)c(C)c3c2=O)c1
    x, -7%, 22%, x, x, 25, x
23) O=C(CCc1nnn2c1CN(Cc1ccc(Br)o1)CC2)N1CCCC1
    -13%, -9%, 1%, -4%, 4%, 1, 2%
24) COCC1CN(C(C)=O)CC12CCN(C(=O)CN1CCCCCC1)CC2 (configuration not stated)
    -5%, -3%, 18%, 11%, -4%, 16, -14%
25) O=C(NCc1ccc(F)cc1)C1CN(C2CCCC2)C(=O)N1 (configuration not stated)
    i, -1%[12.5 µM], 11%[87.6 µM], x, u, -3, -21%[138 µM]
26) COCCC1(NC(=O)NC2CCCCC2)CCN(S(C)(=O)=O)CC1
    i, 8%, 11%, x, i, 8, 4%
27) O=C(c1nc2cccnc2n(Cc2ccccc2)c1=O)N1CCN([S+](=O)([O-])c2ccccc2)CC1
    i, 4%[12.5 µM], -17%, x, u, 10, -31%
28) CCCN1CCCC2(CCN(S(=O)(=O)c3cccc(OC)c3)C2)C1=O (configuration not stated)
    i, 2%, 43%[activator], 9%, 1%, -12, -1%
29) COc1ccccc1CCNC(=O)C1CC(=O)N(c2n[nH]c3cccc(F)c23)C1 (configuration not stated)
    i, -5%, -18%, -2%, 7%, 8, i
30) CCOc1ccc2nc(N3CCCC(C(=O)NCc4ccccc4OC)C3)sc2c1 (configuration not stated)
    x, -1%, 112%[activator], x, x, -8, x
31) COc1cccc(CN2CCC3(CC2)C(C(=O)O)CC(=O)N3C)c1OC (configuration not stated)
    -3%, -3%, 15%, -8%, i, 28, 2%
32) COC(=O)c1c(-c2cccs2)csc1NC(=O)COc1ccccc1
    x, 13%, 86%[activator], x, x, -5, x
33) NC(=O)[C@@H]1CN(C(=O)c2cccnn2)C[C@H]1COc1ccccc1
    2%, -2%, 2%, -2%, 2%, 13, -2%
34) Cn1nc(C(=O)N2CCCC(c3[nH]ccc3C(N)=O)C2)c2ccccc21 (configuration not stated)
    i, -7%[12.5 µM], -1%, -8%, -21%, 6, -15%
35) COc1nnc(-c2ccc(N3CCCCC3)c(NC(=O)c3ccccc3Cl)c2)c2ccccc12
    x, u, u, x, x, -11, x
36) CCN(CC)c1ccc(NC(=O)c2cc(S(=O)(=O)N3CCc4ccccc43)cn2C)c(C)c1
    x, -8%, 31%[activator], x, x, 40, x
37) Cc1ccc(-n2ncc3c(NNC(=O)c4ccccc4C)ncnc32)cc1
    x, -9%, -7%, x, x, 25, x
38) COC(=O)CCN(C(=O)C1CCN(S(=O)(=O)c2c(C)noc2/C=C/c2ccccc2F)CC1)c1ccccc1
    x, 10%, -4%, x, x, -7, x
39) CCN1CCCC12Cc1ccccc1CN([S+](C)(=O)[O-])C2 (configuration not stated)
    i, -3%, 6%, x, -25%, -8, -9%
40) CCCN(CC1CCOC1)C(=O)Nc1ccccc1CC (configuration not stated)
    i, 12%, 11%, 1%, 9%, 4, 4%

Look-ups from the entries so far.
Under IP6K1 inhibitor, #36 has the entry 40
Under IP6K1 inhibitor, #27 has the entry 10

The list continues:
The line under a structure holds: GPT2 inhibitor, HEK293 viab, SNCA expr inhib, FLuc inh, HEK293 tox, IP6K1 inhibitor, NIH3T3 tox
41) Cc1ccc(Cl)cc1NC(=O)CSc1nccn1C
    x, 13%, 20%, x, x, 3, x
42) CC(=O)c1ccc(NC(=O)Cn2c(-c3ccc(F)cc3)nc(C)cc2=O)cc1
    -1%, -15%, 31%[activator], 1%, u, -3, u
43) COCCC(=O)N[C@H]1CC[C@]2(C)CCC([C@H](C)C(=O)NCc3ccc(F)cc3)[C@H](O)[C@H]2[C@@H]1C (some centres not stated)
    i, 4%, -5%, -5%, i, 6, i
44) CCCN(Cc1cccs1)C(=O)Nc1cc(C)ccc1OC
    x, 4%, -17%, x, x, -12, x
45) Cc1c(C(=O)N2CCOCC2)oc2c1-c1nn(CC(=O)NCc3cccc(Cl)c3)cc1CC2
    x, -7%, 2%, x, x, -1, x
46) CCOc1ccccc1NC(=O)Cn1cnc2c1c(=O)n(C)c(=O)n2C
    x, 3%, 12%, x, x, 8, x
47) COc1ccc(CC(=O)NCc2ccc3c(c2)CCN3C(=O)c2ccc(C)cc2)cc1OC
    x, u, 22%, x, x, 12, x
48) COc1ccccc1CNC(=O)CCC1N=C2c3ccccc3N=C(SCc3ccc(C)cc3C)N2C1=O (configuration not stated)
    x, u, u, x, x, 13, x
49) CC1CCN(C(=O)CCc2nc(C3CCCN3C(=O)NC(C)C)no2)CC1 (configuration not stated)
    4%, 11%, 17%, x, -2%, 5, -18%
50) CCCn1c2ccccc2c2cnn(CC(=O)NC(C)CC)c(=O)c21 (configuration not stated)
    x, 12%, 309%[activator], x, x, 9, x
51) O=C1NCCOCCCN(S(=O)(=O)c2ccc3c(c2)CCC3)[C@H]2CCCC[C@@H]12
    -6%, -11%, 19%, 0%, u, 17, -9%
52) COc1ccc(-c2cc(N3CCCC(NC(=O)c4cccc(C)c4)C3)n[nH]2)cc1 (configuration not stated)
    u, u, 17%, 10µM*, 45µM*, 0, u
53) COc1cc(Cl)c(NS(=O)(=O)c2ccc(-c3cnc(C4CC4)o3)cc2)c(OC)c1
    x, -10%, -24%, x, x, 10, x
54) CCc1noc(-c2cn(C3CCN(C(=O)Cc4ccc(C)cc4)CC3)nn2)n1
    -24%, 5%, -12%, 10%, -5%, 22, u
55) COCC1CN(C2CCC2)CC12CCN(C(=O)NCc1ccccc1)CC2 (configuration not stated)
    i, -10%, u, -3%, u, 11, -22%
56) O=C(NCc1ccc(F)cc1)C1CCc2nnc(C3CCN(C(=O)C4CC4)CC3)n21 (configuration not stated)
    i, 4%, 53%[activator], x, -1%, -3, -4%
57) COc1ccc(CN2CC3(COCC2=O)CN(c2ccccc2)C3)cc1F
    i, 9%[87.6 µM], -6%[87.6 µM], -6%[172 µM], u, 9, u
58) CCCN(C)c1nccnc1OC1CCN(C(=O)CC)C1 (configuration not stated)
    i, 9%, 2%, 6%, -5%, 22, -19%

Two of the compounds above, screen by screen.
48	COc1ccccc1CNC(=O)CCC1N=C2c3ccccc3N=C(SCc3ccc(C)cc3C)N2C1=O (configuration not stated)
49	CC1CCN(C(=O)CCc2nc(C3CCCN3C(=O)NC(C)C)no2)CC1 (configuration not stated)
Assay by compound,48,49
GPT2 inhibitor,x,4%
HEK293 viab,u,11%
SNCA expr inhib,u,17%
FLuc inh,x,x
HEK293 tox,x,-2%
IP6K1 inhibitor,13,5
NIH3T3 tox,x,-18%
